Screening results deposited in PubChem BioAssay by National Center for Advancing Translational Sciences (NCATS).
GLP1R inv ag = GLP-1 receptor (human) inverse agonism; HEK293 GLP-1R CRE-luciferase, luminescence, 24 h; GLP-1R form is constitutively active; Potency, µM (doses to about 38.3 µM), for inactives: at the highest dose activity change, negative = inhibition, hits mostly inhibitors; hit rate 1.6% among 410,000; AID 624417; further: potency means the concentration at half of the fitted maximal effect; on the % scale 0 is the no-effect control and ±100 the full control effect; nearly all actives have a fitted effect of over 55% in size
Target sequence (P43220 whole entry, looked up): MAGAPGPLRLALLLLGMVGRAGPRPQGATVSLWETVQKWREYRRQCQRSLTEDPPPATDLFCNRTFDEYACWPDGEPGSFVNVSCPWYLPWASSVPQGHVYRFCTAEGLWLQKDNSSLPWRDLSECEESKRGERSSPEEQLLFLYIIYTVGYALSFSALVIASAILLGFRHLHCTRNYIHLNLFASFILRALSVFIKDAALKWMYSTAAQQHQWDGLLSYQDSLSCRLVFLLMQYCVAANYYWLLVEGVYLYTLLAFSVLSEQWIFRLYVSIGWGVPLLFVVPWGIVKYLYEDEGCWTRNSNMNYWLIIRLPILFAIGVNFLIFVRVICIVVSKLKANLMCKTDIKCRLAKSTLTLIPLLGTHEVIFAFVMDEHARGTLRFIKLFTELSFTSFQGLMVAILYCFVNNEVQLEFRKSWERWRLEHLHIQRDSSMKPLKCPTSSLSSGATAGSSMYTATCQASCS
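Inverse agonism was detected as reduced cAMP-driven luciferase luminescence after 24 h compound treatment. The cells were HEK293 clones expressing constitutively active human GLP-1R with the reporter. Reporter-only and GPR119 cell lines served as counterscreen controls.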
MmCpn inh = blocks the Methanococcus maripaludis chaperonin Mm-Cpn; purified Mm-Cpn ATPase, ADP Transcreener TR-FRET; Potency, µM (titrated, usually from 76.9 µM), for the others: top-dose activity, negative = inhibition, most hits filed as inhibitors; hit rate 0.031% among 330,000; AID 504842; further: potency means the concentration at half of the fitted maximal effect; on the % scale 0 is the no-effect control and ±100 the full control effect; nearly all actives have a fitted effect of over 80% in size
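Purified archaeal chaperonin (25 nM final) was preincubated with compound for 10 min at 37°C, then ATP (10 uM final) was added for 30 min at 37°C in Tris pH 7.4/KCl/MgCl2/DTT buffer. ADP was quantified by HTRF Transcreener TR-FRET.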
TDP43 rescue = inhibitors of TDP-43 toxicity in yeast; TDP-43 expressing yeast growth rescue, BacTiter-Glo, 24 h; Potency, µM (doses to about 46.1 µM), for the others: top-dose growth rescue (activation), hits mostly activators; hit rate 1.8% among 410,000; further: potency means the concentration at half of the fitted maximal effect; % of control where 0% means no effect; nearly all actives have a fitted effect of over 50% in size
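Galactose-induced TDP-43 yeast, OD600=0.02, compound pinned; 24 hr, 30 deg C; BacTiter-Glo luminescence for growth. Inhibitors of TDP-43 toxicity read as activators.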
Akt phos inh = inhibitors of Akt phosphorylation; Neuro2A IGF-stimulated pAkt S473 HTRF, 20 min; hits give low values; activity change, % for hits at 50 µM; AID 651550; hit rate 0.32% among 360,000; in the data active means activity change below about -80%; inconclusive means mostly about -51% to -80%; further: on the % scale 0 is the no-effect control and ±100 the full control effect
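Neuro2A cells (4,500/well, DMEM with 0.5% FBS) were treated with compound at a single 50 µM final concentration, stimulated with 6 nM IGF for 20 min at 37 °C, and lysed. Phospho-Akt Ser473 was read by HTRF as 665/615 ratio ×10^4.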
HEK293 tox = cytotoxicity in counter-screen for GLP-1R inverse agonists; hit rate 0.13% among 410,000; AID 624418; Potency, µM (highest dose often 38.3 µM), inactives show top-dose activity change, negative = inhibition, usual class: inhibitors; HEK293 cAMP-luciferase reporter cells, luminescence, 24 h;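 further: loss of luciferase light is scored as toxicity; potency means the concentration at half of the fitted maximal effect; on the % scale 0 is the no-effect control and ±100 the full control effect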
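Seeding density was 200 cells/uL; after overnight-length (12 h) culture, 23 nL compounds went on for 24 h at 37 °C. Readout used a luciferase detection reagent, luminescence taken after 12 min at room temperature.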
aSyn rescue = alpha-synuclein toxicity inhibition in yeast; Yeast expressing alpha-synuclein, growth rescue, BacTiter-Glo, 24 h; Potency, µM (top dose mostly 46.1 µM), for the others: top-dose growth rescue (activation), usual class: activators; hit rate 0.14% among 370,000; further: potency means the concentration at half of the fitted maximal effect; % of control where 0% means no effect; nearly all actives have a fitted effect of over 65% in size
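Screening used galactose-induced yeast with toxic alpha-synuclein levels, exposed to compound for 24 hr at 30 deg C. Cell growth, read with BacTiter-Glo luminescence, gave the measured signal.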
PTHR1 agonist = activates the human parathyroid hormone receptor PTHR1 | HEK293 GP2 PTHR1 cells, GloSensor cAMP luminescence, 1 h | Q03431 | AID 743266 | Potency, µM (highest dose often 115 µM), inactives show top-dose activation, usual class: activators | hit rate 0.075% among 410,000; further: potency means the concentration at half of the fitted maximal effect; nearly all actives have a fitted effect of over 55% in size; some results filed as inactive show a strong effect at the top dose; inactives centre near -15; many of its hits are not listed in these tables
Target sequence (Q03431 whole entry, looked up): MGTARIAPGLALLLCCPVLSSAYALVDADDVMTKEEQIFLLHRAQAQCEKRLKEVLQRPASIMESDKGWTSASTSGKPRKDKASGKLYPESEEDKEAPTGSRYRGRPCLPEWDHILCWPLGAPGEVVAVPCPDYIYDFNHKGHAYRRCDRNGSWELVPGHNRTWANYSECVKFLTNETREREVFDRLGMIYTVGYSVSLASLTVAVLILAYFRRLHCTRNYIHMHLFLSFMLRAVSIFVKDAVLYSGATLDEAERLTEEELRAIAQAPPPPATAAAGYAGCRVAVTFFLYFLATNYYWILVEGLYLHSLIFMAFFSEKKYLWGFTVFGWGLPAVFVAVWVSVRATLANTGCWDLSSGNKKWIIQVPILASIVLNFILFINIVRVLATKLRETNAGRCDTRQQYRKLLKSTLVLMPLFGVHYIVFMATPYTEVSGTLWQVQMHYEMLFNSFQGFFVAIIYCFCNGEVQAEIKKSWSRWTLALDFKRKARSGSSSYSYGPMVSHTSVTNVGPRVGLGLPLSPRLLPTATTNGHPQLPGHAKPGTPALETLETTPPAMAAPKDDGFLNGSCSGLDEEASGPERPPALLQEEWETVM
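HEK-293-derived GP2 cells expressing PTHR1 and a GloSensor cAMP reporter, 3,000/well, plated overnight, given luciferin plus IBMX (each 0.5 mM as added) for 1 h at 37 °C, then compound for 1 h at 37 °C. Luminescence was read after 15 min at room temperature.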
Abeta rescue = compounds reversing amyloid beta toxicity in yeast; yeast expressing A-beta42, growth rescue, OD600, 48 h; response scale: 0% DMSO, 100% iron-clioquinol control; Potency, µM (titrated, usually from 46.1 µM), for inactives: at the highest dose growth rescue, usual class: activators; hit rate 0.063% among 410,000; AID 1347071; further: potency means the concentration at half of the fitted maximal effect; nearly all actives have a fitted effect of over 55% in size
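Growth rescue measured by 600 nm absorbance after 48 h yeast culture at 30 C with compound. Values normalized between DMSO and an equimolar ferric chloride plus clioquinol control.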
FUS suppressor = suppressors of FUS proteinopathy in yeast; Potency, µM (top dose mostly 76.6 µM), inactives show at the highest dose growth rescue (activation), actives largely listed as activators; S. cerevisiae FUS-expressing, growth rescue, OD600, 24 h; AID 1347120; hit rate 0.24% among 390,000;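 further: potency means the concentration at half of the fitted maximal effect; plate controls were DMSO vehicle for no effect and reference control for full effect; nearly all actives have a fitted effect of over 55% in size; some results filed as inactive show a strong effect at the top dose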
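Galactose (2%) drives FUS expression in yeast precultured in raffinose; seeding density OD 0.005. Test compounds incubated 24hr at 30C and 99% humidity before absorbance at 600 nm was measured.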
* hit, by the source's call; i = inactive; ? = inconclusive; nt = not tested or not shown; [ ] = remark or other dose. Unless noted, the call rests on the fitted dose curve; in most records, active means well fitted curve in the direction sought with a large enough effect; inconclusive means small, poorly fitted or top-dose-only effect, or another doubt; inactive means no such curve, though single readings can be large; an effect the other way counts as inactive or inconclusive.

SMILES	GLP1R inv ag	MmCpn inh	TDP43 rescue	Akt phos inh	HEK293 tox	aSyn rescue	PTHR1 agonist	Abeta rescue	FUS suppressor
COc1ccc(-c2noc(CCCC(=O)NCC3CCCO3)n2)cc1 (configuration not stated)	-10%	0%	-11%	i	3%	-4%	-18%	-13%	5%
COc1ccc(OCCN2CCN(S(=O)(=O)c3ccccc3C#N)CC2)cc1	-25%	-1%	-26%	i	2%	-1%	-44%[inhibitor]	-9%	21%
Nc1ccc2c(c1)OCCOCCOCCOCCOCCO2	10%	1%	9%	i	1%	0%	-24%	12%	23%
CCc1cc2c(=O)c(-c3nc4ccccc4n3C)c(C(C)C)oc2c(CN2CCN(C)CC2)c1O	?	-7%	-13%	i	-16%	1%	?	-4%	18%
CC1(C)CC(=O)C2=C(C1)N(N1CCOCC1)C(N)=C(C#N)C2c1cccs1 (configuration not stated)	5%	0%	11%	i	-4%	2%	i	-18%	10%
COc1ccc(-c2csc(N(CCCN(C)C)C(=O)c3cccs3)n2)cc1	-10%	-3%	9%	i	4%	3%	i	9%	18%
CC(C)(C)OC(=O)NCCc1nnc(SCC(=O)Nc2ccc(Br)cc2)o1	-43%	-3%	-10%	i	-19%	-6%	-27%	-1%	-18%
CC(=O)OC(=C(OC(C)=O)c1ccccc1)c1ccccc1	-18%	nt	-25%	i	1%	-2%	-72%[inhibitor]	-8%	32%
COc1ccc(N2CCN(C(=S)NCc3ccccc3)CC2)cc1	-12%	0%	24%[9.22 µM]	i	9%	2%	i	0%	-6%
COc1ccc(N2C(=O)C(Cl)=C(Nc3ccc(OC)cc3OC)C2=O)cc1	6%	?	12%	i	-3%	-1%	i	-12%	13%
COc1ccc(NC(=O)C(CC(C)C)NC(=O)C2CCC(C)CC2)cc1 (configuration not stated)	-2%	1%	-8%	i	8%	0%	i	-6%	-13%
COc1ccc(Cl)cc1C(=O)NNC(=O)CSc1nncn1C	5%	1%	-4%	i	5%	-3%	-2%	10%	-5%
CCOC(=O)C1CCN(S(=O)(=O)c2cc3c(cc2C)NC(=O)CO3)CC1	10%	1%	11%	i	3%	-1%	i	5%	1%
COCc1cc(C)n(CC(=O)NCc2ccccc2)c(=O)c1C#N	8%	-2%	-17%	i	1%	4%	-21%	-1%	-22%
Cc1ccc(CN2CCN(C3CCN(C(=O)c4ccc(C)cc4)CC3)C(=O)C2=O)cc1	8%	nt	0%	nt	1%	nt	i	13%	19%
O=C(Nc1cccc(Oc2ccccc2)c1)C1Cc2c(-c3ccc4c(c3)OCO4)ccnc2O1 (configuration not stated)	?	nt	0%	i	-2%	0%	-5%	15%	?
Cc1ccc(S(=O)(=O)NC2(C(F)(F)F)C(=O)Nc3c2c(=O)n(C)c(=O)n3C)cc1 (configuration not stated)	9%	1%	-13%	nt	4%	-9%	i	3%	10%
Cc1cc(C)n2c(Nc3ccc(C(C)C)cc3)c(-c3ccsc3)nc2n1	?	nt	16%	nt	3%	nt	-88%[inhibitor]	0%	18%
Cc1cc(C)cc(NC(=O)c2cccc(N3CCCS3(=O)=O)c2)c1	-25%	nt	2%	nt	10%	nt	-13%	-9%	-7%
COCC(C)n1c(C)cc(C(=O)CN2c3cccc4cccc(c34)S2(=O)=O)c1C (configuration not stated)	?	?	9%	i	4%	1%[1.84 µM]	-6%	2%	24%
COCCNC(=S)N1CCCN(c2nc3cc(C)ccc3cc2C#N)CC1	-22%	0%	0%	i	-3%	4%	-33%[inhibitor]	-1%	14%
COc1ccc(/C=N/NC(=O)c2ccc(=O)[nH]n2)cc1OC	-6%	-2%	11%	i	-2%	-1%	i	-14%	nt
CCOc1ccc(CCNS(=O)(=O)c2cccc3nsnc23)cc1OCC	96%[activator]	-1%	15%	i	-4%	-10%	i	6%	-13%
CC(C)CN(C(=O)CN1CCc2ccccc21)c1c(N)n(CC(C)C)c(=O)[nH]c1=O	68%[activator]	0%	-14%	i	-7%	4%	-24%	-10%	-14%
Cc1cc(C)nc(NC2=NCC(=O)N2c2ccc3c(c2)OCCO3)n1	1%	-2%	-20%	i	19%	-4%	i	-6%	-7%
CC(C)c1ccc(NC(=O)COC(=O)c2c[nH]c(=O)[nH]c2=O)cc1	24%	0%	16%	i	8%	0%	i	-3%	nt
CCOC(=O)c1c(NC(=O)COc2ccc(C(C)(C)C)cc2)sc2c1CCCC2	8%	nt	23%	nt	-9%	nt	i	-1%	-1%
Cc1ccc(OCCn2ccnc2)c(C)c1	12%	2%	-9%	i	2%	-1%	-8%	-4%	-28%
CCCC(=O)C1=C(O)C(C(=O)OC)C(C)(C)CC1=NCCc1ccc(OC)c(OC)c1 (configuration not stated)	2%	0%	7%	i	4%	-2%	i	-6%	26%
CCc1nc2ccc(C(=O)Nc3ccc(OC)c(OC)c3)cn2c1N(C)Cc1ccc(OC)cc1	-24%	nt	5%	i	-2%	-1%	-22%	-6%	18%
COC(=O)C1CCN(C(=O)COC(=O)[C@@H]2CC(O)CN2S(=O)(=O)c2ccc3c(c2)OCCO3)CC1 (some centres not stated)	10%	2%	25%	i	-8%	5%	i	2%	nt
CCCCNC(=O)C1(C)CCN1C(=O)Cc1ccc(OC)cc1 (configuration not stated)	5%	nt	16%	i	1%	-2%	-21%	1%	3%
CC(=O)N1N=C(c2cccc([N+](=O)[O-])c2)OC1c1ccc(Cl)cc1Cl (configuration not stated)	?	-3%	?	i	0%	-7%	i	-13%	29%
COc1ccc(C(=O)NC2CC(C)(C)Cc3c2cnn3-c2ccccc2)cc1OC (configuration not stated)	5%	-1%	-17%	i	-3%	2%	i	-8%	29%
CC(C(=O)O)N1C(=O)C2C3c4ccccc4C(c4ccccc43)[C@@H]2C1=O (some centres not stated)	-1%	-3%	1%	i	-1%	8%	i	13%	-19%
Cc1cc(NC(=O)c2ccc(COc3ccc(Cl)c(C)c3)o2)no1	7%	-1%	-10%	i	6%	-16%	i	7%	39%
COc1ccccc1CNC(=O)CSc1ccc(C)cc1	?	1%	28%	i	13%	1%	-1%	18%	-10%
CC(C)c1nc(SCC(=O)Nc2c[nH]c(=O)[nH]c2=O)c2cnn(-c3ccccc3)c2n1	21%	1%	-6%	i	3%	2%	-2%	10%	20%
COc1cc2[nH]c(=S)nc(NCc3cccc(Cl)c3)c2cc1OC	?	-13%	-3%	i	-11%	-4%	i	-32%[inhibitor]	-8%
C=CCn1c(=NC(=O)c2ccc(S(=O)(=O)N3CCc4ccccc4C3)cc2)sc2cc(S(N)(=O)=O)ccc21	?	-27%	9%	i	?	1%	i	14%	?
FC(F)Oc1ccc(-c2csc(NNC3=NCCCCC3)n2)cc1	?	0%	?	i	-4%	-8%	-22%	-12%	44%
CNS(=O)(=O)c1cccc(C(=O)OCC(=O)Nc2sc3c(c2C#N)CCCCC3)c1	7%	-2%	12%	i	1%	5%	i	1%	27%
Cc1ccc(S(=O)(=O)C2(C(=O)N3CCCCCC3)CC2)cc1	0%	2%	-12%	i	5%	-2%	-28%[57.5 µM]	6%	10%
O=C(NCc1ccccn1)C1CC(=O)N(C2CCCC2)C1 (configuration not stated)	14%	nt	12%	i	4%	6%	-22%	0%	-23%
COCc1ccc(C(=O)NCC2(N3CCCCC3)CCCCC2)cc1	-7%	-1%	-13%	i	-6%	0%	-3%	-21%	-5%
Cc1oc(-c2ccc(Cl)cc2)nc1CN1CCCC(C(=O)NCc2ccccn2)C1 (configuration not stated)	?	-2%	2%	i	-23%	-6%	-10%	-1%	9%
CCOc1ccc(NC(=O)CSC2=Nc3ccccc3C3=NC(CC(=O)NCc4ccccc4OC)C(=O)N23)cc1 (configuration not stated)	6%	nt	-13%	nt	-2%	nt	-20%	-24%	-18%
COc1ccccc1S(=O)(=O)N1CCN(S(=O)(=O)c2ccccc2C#N)CC1	-2%	-5%	0%	i	-8%	5%	i	-1%	3%
COc1ccc(CCNC(=O)Nc2nc(C(N)COCc3ccccc3)cs2)cc1OC (configuration not stated)	?	nt	7%	i	-5%	3%	-5%	4%	2%
COc1cccc(S(=O)(=O)N(C)C[C@H]2OCc3cn(nn3)CCCC(=O)N([C@H](C)CO)C[C@@H]2C)c1	-11%	nt	4%	i	-19%	2%	-15%	-4%	-12%
CC(C)C[C@H]1CN=C(N(C)C)N1CC1CCCCCC1	-27%	-7%	-14%	i	-17%	10%	i	0%	-20%
O=c1[nH]c(SCc2ccc([N+](=O)[O-])cc2)nc2c1CCCC2	8%	nt	0%	nt	-20%	nt	-3%	-2%	-34%
CC(C)CNC(=S)N1CCC(c2nc(-c3ccc(F)cc3)no2)CC1	-8%[0.307 µM]	-1%	?	i	-1%[0.307 µM]	14%	-32%[inhibitor]	?	18%

Some entries already given, reduced to HEK293 tox:
Molecule	HEK293 tox
COc1ccccc1S(=O)(=O)N1CCN(S(=O)(=O)c2ccccc2C#N)CC1	-8%
Cc1oc(-c2ccc(Cl)cc2)nc1CN1CCCC(C(=O)NCc2ccccn2)C1 (configuration not stated)	-23%
CC(C)C[C@H]1CN=C(N(C)C)N1CC1CCCCCC1	-17%

Not all compounds are listed; rates above refer to the full screens.
